Bim-Bfl-1: inhibitors of Bim-Bfl-1 interaction, human; Q16548; Bead-based flow cytometry, Bim-Bfl-1 binding inhibition; inhibition, % at 10 µM; 190,000 tested, 0.12% active; AID 1008;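 also: 0% = wells without compound plus tracer and 100% = blocker peptide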
GSH fluor: compound fluoresces at 488/530 nm on GSH beads | AID 1776 | fluorescence (KMESF) at 10 µM | GSH beads flow cytometry, compound fluorescence 488/530 nm; hits give high values | 190,000 tested, 0.25% active; in the data active = fluorescence above about 89;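 also: glutathione beads carrying GST-tagged Bcl family fusion proteins plus one bare bead set; values are compound well signal with DMSO vehicle wells as background; inactives centre near 16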
Bcl-XL Bim block: inhibitors of Bim-Bcl-XL interaction, human | 190,000 tested, 0.04% active | inhibition, % at 10 µM | Q07817 | Bim peptide-Bcl-XL binding, bead flow cytometry, fluorescence
Bcl-B Bim block: human Bim-Bcl-B interaction inhibition. Q9HD36. bead-based flow cytometry, Bim peptide-Bcl-B binding. inhibition, % at 10 µM. 190,000 tested, 0.073% active. AID 951;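 also: 0% = tracer peptide without compound and 100% = reference inhibitor peptide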
Target sequence (Q9HD36 whole entry, looked up): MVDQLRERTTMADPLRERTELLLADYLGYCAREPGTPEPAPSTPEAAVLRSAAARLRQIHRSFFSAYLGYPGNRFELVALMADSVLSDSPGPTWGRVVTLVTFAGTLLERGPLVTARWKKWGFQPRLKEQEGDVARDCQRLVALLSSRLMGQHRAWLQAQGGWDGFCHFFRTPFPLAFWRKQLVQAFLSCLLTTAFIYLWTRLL
RGS8-Gao: modulates binding of RGS8 to human Galphao | 220,000 tested, 0.34% active | AID 1423 | P09471 | multiplexed bead flow cytometry; actives lie on both sides | response (percent of control binding), % at 10 µM; in the data active = response below about 60% or above about 140%; inactive = in between;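 also: Galphao activated as the GDP aluminium fluoride complex binding bead-coupled RGS8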
RGS4-Gao reg: modulates binding of RGS4 to human Galphao | Multiplexed bead flow cytometry; actives lie on both sides | P09471 | binding response (% of control), % at 10 µM | 220,000 tested, 0.33% active; in the data active = binding response below about 49% or above about 150%; inactive = in between;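 also: fluorescent Galphao activated with aluminum fluoride binding bead-coupled RGS4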
RGS7-Gao: modulates binding of RGS7 to human Galphao; binding response (% of control), % at 10 µM; 220,000 tested, 0.35% active; Multiplexed bead flow cytometry; actives lie on both sides; P09471; in the data active = binding response below about 49% or above about 150%; inconclusive = no clear call, values can overlap the other calls; inactive = in between;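 also: fluorescent Galphao held in activated GDP-AlF4 state binding bead-coupled RGS7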
ABCB1 block: human ABCB1 inhibition, ABCG2 as counter-screen. AID 1326. CCRF-Adr cells, JC-1 efflux, flow cytometry. 190,000 tested, 0.067% active. inhibition, % at 6.6 µM; in the data active = inhibition above about 40%;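 also: 0% = vehicle and 100% = reference inhibitor; higher value means more JC-1 retained so stronger ABCB1 efflux block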
Bcl-2 Bim block: human Bim-Bcl-2 interaction inhibition; P10415; Bead-based flow cytometry, Bim peptide-Bcl-2 binding; inhibition, % at 10 µM; 190,000 tested, 0.06% active; AID 950; in the data active = inhibition above about 40%; inconclusive = no clear call, values can overlap the other calls;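 also: 0% = no compound wells with probe peptide and 100% = reference peptide inhibitor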
ABCG2 block: human ABCG2 inhibition, ABCB1 as counter-screen; Q9UNQ0; IgMXP3 cells, JC-1 efflux, flow cytometry; inhibition, % at 6.6 µM; 190,000 tested, 0.1% active;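 active = inhibition above 80%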;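 also: 0% = DMSO and 100% = nicardipine control wells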
Target sequence (Q9UNQ0 whole entry, looked up): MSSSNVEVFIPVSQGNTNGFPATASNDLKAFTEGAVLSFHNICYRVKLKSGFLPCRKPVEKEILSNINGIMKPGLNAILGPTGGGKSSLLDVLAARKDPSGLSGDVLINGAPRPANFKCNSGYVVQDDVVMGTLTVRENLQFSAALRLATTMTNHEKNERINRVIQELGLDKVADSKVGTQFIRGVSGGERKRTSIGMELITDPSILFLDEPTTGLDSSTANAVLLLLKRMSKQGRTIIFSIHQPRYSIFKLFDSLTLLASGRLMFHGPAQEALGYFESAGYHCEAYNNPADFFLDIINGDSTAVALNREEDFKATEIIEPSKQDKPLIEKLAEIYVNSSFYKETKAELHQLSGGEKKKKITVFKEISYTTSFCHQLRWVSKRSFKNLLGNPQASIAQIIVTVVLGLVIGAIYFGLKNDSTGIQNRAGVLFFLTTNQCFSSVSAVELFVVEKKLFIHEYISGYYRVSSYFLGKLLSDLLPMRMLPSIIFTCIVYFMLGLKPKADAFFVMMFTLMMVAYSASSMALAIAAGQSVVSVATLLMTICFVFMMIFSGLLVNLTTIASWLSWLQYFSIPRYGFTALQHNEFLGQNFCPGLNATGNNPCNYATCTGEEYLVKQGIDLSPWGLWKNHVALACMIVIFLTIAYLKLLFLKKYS
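Test system: ABCG2 IgMXP3 and barcoded ABCB1 CCRF-Adr cell mix; Schedule: cells with compound and JC-1, 10 min at 25 °C, rotating, no wash; Technique: flow cytometry of retained JC-1 fluorescence; Measure: % inhibition of efflux relative to nicardipine and DMSO; Controls: nicardipine high and DMSO low controls.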
Bcl-W Bim block: human Bim-Bcl-W interaction inhibition; inhibition, % at 10 µM; 190,000 tested, 0.02% active; bead-based flow cytometry, Bim peptide-Bcl-W binding;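 also: 0% = bound tracer without compound and 100% = peptide blocker; higher means less fluorescent Bim peptide bound to Bcl-W beads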
Target sequence (Q92843 whole entry, looked up): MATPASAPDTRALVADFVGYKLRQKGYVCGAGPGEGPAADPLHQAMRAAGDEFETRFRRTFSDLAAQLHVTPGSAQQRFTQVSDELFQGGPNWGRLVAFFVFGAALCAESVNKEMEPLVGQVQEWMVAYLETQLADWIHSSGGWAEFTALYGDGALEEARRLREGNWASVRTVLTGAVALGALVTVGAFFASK
An asterisk follows results filed as active; ? = inconclusive; · = not tested or not shown. Rule as the data show it, unless noted: active = inhibition above about 40%.

1	O=C(c1cccs1)C1CCCN(Cc2nc(Cc3ccccc3F)no2)C1 (stereo not given)
2	COc1cccc(C(=O)SC2=NCCS2)c1
3	Cc1cc(C)nc(N/C(=N\S(=O)(=O)Cc2ccccc2)Nc2cccc(Cl)c2C)n1
4	Cc1ccc(NC(=O)Cc2csc(-c3ccccc3)n2)cc1F
5	CCOC(=O)C1=C(C)NC(=O)NC1c1ccc(OCCO)c(OC)c1 (stereo not given)
6	CCOC(=O)NC(O)C(=O)c1cccs1 (stereo not given)
7	CCC(=O)Nc1ccc(NC(=O)CSc2nnnn2-c2ccc3c(c2)OCCO3)cc1
8	CCS(=O)(=O)N1Cc2ccccc2CC1C(=O)OCC(=O)Nc1ccc(SC(F)F)cc1 (stereo not given)

screen / no.,1,2,3,4,5,6,7,8
Bim-Bfl-1,2,-1,-11,0,-11,-7,-5,-12
GSH fluor,16,11,18,11,8,10,23,14
Bcl-XL Bim block,0,1,-4,-5,-5,-2,-2,-6
Bcl-B Bim block,1,0,13,0,-4,-4,-4,-9
RGS8-Gao,102,107,98,95,100,98,104,101
RGS4-Gao reg,107,108,95,99,101,97,108,99
RGS7-Gao,124,107,96,91,98,99,?,98
ABCB1 block,1.7,0.6,2.8,0.0,0.1,0.8,-0.3,0.6
Bcl-2 Bim block,2,-1,-8,2,-12,-5,-3,-12
ABCG2 block,6,4,76,1,1,3,-1,3
Bcl-W Bim block,1,0,1,-3,1,1,-2,-1

9	COc1ccccc1S(=O)(=O)Nc1cc(S(=O)(=O)N2CCCCC2)ccc1N1CCOCC1
10	Cc1ccccc1CN(c1ccc(C(=O)NCCC2=CCCCC2)cc1)S(C)(=O)=O
11	CCc1cccc(CC)c1NC(=O)CSc1nnc(C(C)C)n1CC
12	Cc1ccc(-c2nc3cc(NC(=O)C(C)C)ccc3o2)cc1C
13	CCOc1ccc2nc3c(cc2c1)CN(CCOC)C(=NCCOC)S3
14	O=C(Nc1ccccc1)OCCNC(=O)c1cccc(Cl)c1
15	CCCCOC(=O)c1ccc(NC(=S)NC(=O)c2c(Cl)cnn2CC)cc1
16	CCC(C)C(=O)Nc1nc2c(s1)C(=O)CC(C)(C)C2 (stereo not given)

screen / no.,9,10,11,12,13,14,15,16
Bim-Bfl-1,3,3,-8,-12,-2,-9,-3,-11
GSH fluor,10,18,45,24,12,11,10,24
Bcl-XL Bim block,1,0,0,-2,-1,-2,0,-6
Bcl-B Bim block,0,0,-5,-4,-5,-6,0,-6
RGS8-Gao,99,100,99,102,89,103,103,104
RGS4-Gao reg,103,99,96,101,99,98,100,101
RGS7-Gao,102,102,100,101,107,100,98,96
ABCB1 block,0.4,5.9,0.0,0.0,0.6,0.7,0.9,-2.6
Bcl-2 Bim block,5,2,-8,-6,1,-8,0,-8
ABCG2 block,-1,26,1,4,4,7,22,-2
Bcl-W Bim block,2,0,3,0,-3,1,0,0

17	CCc1ccc(NC(=O)CN(c2cccc(C)c2)S(C)(=O)=O)cc1
18	O=C(NCc1cccs1)c1nc(-c2cccs2)no1
19	CC(C)(C)c1ccc(S(=O)(=O)Nc2ccc(Cc3ccncc3)cc2)cc1
20	O=C(c1cccc(N2CCCC2=O)c1)N1CCN(c2ccccc2)CC1
21	CC1CN(CC(O)COc2ccccc2C(C)(C)C)CC(C)O1 (stereo not given)
22	CC(C(=O)O/N=C(\N)c1cccnc1)c1ccc([N+](=O)[O-])cc1 (stereo not given)
23	CN(CC(=O)Nc1ccc(F)c(F)c1F)c1ncnc2sccc12
24	Cc1[nH]c2ccccc2c1/C=C/c1nc2ccccc2c(=O)n1-c1ccc([N+](=O)[O-])cc1

screen / no.,17,18,19,20,21,22,23,24
Bim-Bfl-1,1,-4,0,0,-7,-4,-1,-4
GSH fluor,11,12,3,19,9,7,10,18
Bcl-XL Bim block,0,1,-4,-1,1,-6,-3,-12
Bcl-B Bim block,1,-1,-4,-3,-5,-7,0,-15
RGS8-Gao,116,106,104,102,106,100,101,98
RGS4-Gao reg,126,112,106,101,105,102,96,97
RGS7-Gao,122,115,107,101,106,99,98,95
ABCB1 block,1.1,1.9,3.1,0.2,0.4,0.1,0.1,-1.0
Bcl-2 Bim block,0,-1,-1,-1,-5,-5,-2,1
ABCG2 block,6,26,4,0,0,1,0,-5
Bcl-W Bim block,0,1,-2,0,7,-4,-2,0

25	COc1ccc2cc(C(c3nnnn3C3CCCC3)N3CCCCCC3)c3nnnn3c2c1 (stereo not given)
26	CCOc1cccc(CNc2ccc(O)cc2)c1OCc1ccccc1Cl
27	O=C(CSc1n[nH]c(=O)[nH]c1=O)NC1CC1
28	CCN(C(=O)CCS(=O)(=O)c1ccc(Br)cc1)c1ccc2c(c1)OCO2
29	CCn1cc(Cl)c(C(=O)Nc2ccccc2C(N)=O)n1
30	O=C(OCn1ncc(Cl)c(Cl)c1=O)c1ccccc1Cl
31	CC1CCCC(C)N1c1nnc(NC(=O)c2cc(-c3ccc(Br)cc3)on2)s1 (stereo not given)
32	CCCOC(=O)c1ccc(NC(=O)C(CC)CC)cc1

screen / no.,25,26,27,28,29,30,31,32
Bim-Bfl-1,0,26,-7,-16,-2,-6,-5,0
GSH fluor,16,16,15,24,14,15,20,6
Bcl-XL Bim block,-4,1,0,-4,-2,0,-1,-1
Bcl-B Bim block,-8,-3,-5,-7,-6,-8,-4,-5
RGS8-Gao,101,·,97,100,101,101,102,92
RGS4-Gao reg,101,·,94,101,104,102,104,82
RGS7-Gao,101,·,?,96,94,100,108,98
ABCB1 block,0.1,0.4,1.0,1.1,0.0,0.4,-2.4,-0.3
Bcl-2 Bim block,0,19,-2,-6,-2,-1,0,-2
ABCG2 block,-8,3,3,3,4,1,-4,3
Bcl-W Bim block,-3,12,2,1,-4,1,1,-3

33	COc1ccc(C)cc1NC(=O)C1CCCN(S(=O)(=O)c2cnc[nH]2)C1 (stereo not given)
34	O=C(COC(=O)CCc1nc2ccccc2n1-c1ccccc1)Nc1cccc(Cl)c1
35	CN1CCN(NC(=O)CN2C(=O)S/C(=C\c3c(Cl)cccc3Cl)C2=O)CC1
36	Cc1cccc2cc(C(c3nnnn3CC3CCCO3)N3CCCC4(CCCCC4)C3)c(=O)[nH]c12 (stereo not given)
37	O=C(Nc1cccc(Cl)c1)c1csc(-c2ccccc2)n1
38	COc1ccc(OC)c(Cc2nnc(CCC(=O)NC3CCCCCCC3)o2)c1
39	COC(=O)C1CCN(S(=O)(=O)Cc2ccccc2)CC1
40	CCn1cc([N+](=O)[O-])c(C(=O)N2N=C(c3ccc(OC)cc3OC)CC2c2ccccc2O)n1 (stereo not given)

screen / no.,33,34,35,36,37,38,39,40
Bim-Bfl-1,2,3,-6,-2,-12,-5,2,-1
GSH fluor,16,12,24,26,35,22,31,10
Bcl-XL Bim block,3,-3,-3,-4,-3,0,-5,-4
Bcl-B Bim block,0,0,-2,-2,-7,0,-10,-8
RGS8-Gao,98,99,102,97,97,103,104,92
RGS4-Gao reg,97,97,101,102,93,101,103,100
RGS7-Gao,102,96,104,99,93,103,107,101
ABCB1 block,0.5,0.8,0.7,10,0.5,0.9,-0.3,4.6
Bcl-2 Bim block,5,0,-1,1,-6,1,-1,-5
ABCG2 block,5,7,2,2,3,3,-4,2
Bcl-W Bim block,1,-1,0,-3,-4,-1,-6,-5

41	CCc1ccc(NC(=O)c2ccc(Cn3cc([N+](=O)[O-])cn3)cc2)cc1
42	COC(=O)C(C(=O)OC)C(C[N+](=O)[O-])c1ccc(OC)cc1 (stereo not given)
43	CCn1c(SCC(=O)N2CCCC2)nc2c1c(=O)n(C)c(=O)n2C
44	CS(=O)(=O)N(CC(=O)Nc1ccccc1C(=O)N1CCOCC1)c1ccccc1
45	CCOCC(=O)Nc1nnc(COCC)s1
46	CCOC(=O)NC1(C(F)(F)F)NC(=O)N(C2CCCCC2)C1=O (stereo not given)
47	CCOC(=O)c1cnc2c(cnn2C)c1NCCC#N
48	CCOc1ccc(NC(=O)Nc2ccc(N(C)C(C)=O)cc2)cc1

screen / no.,41,42,43,44,45,46,47,48
Bim-Bfl-1,2,0,-12,7,-1,-2,-2,-16
GSH fluor,13,10,50,15,19,36,20,31
Bcl-XL Bim block,-7,-2,-4,0,-2,-2,-2,-22
Bcl-B Bim block,-7,-1,-4,2,-3,0,-4,-12
RGS8-Gao,105,88,101,103,98,89,98,95
RGS4-Gao reg,98,87,106,104,103,85,96,94
RGS7-Gao,95,93,102,104,101,87,92,93
ABCB1 block,-0.2,0.0,1.3,0.9,0.0,0.6,1.7,0.9
Bcl-2 Bim block,-6,-1,-8,4,-4,-2,0,-12
ABCG2 block,1,-1,4,2,0,2,8,6
Bcl-W Bim block,-6,-2,1,-2,-3,-3,-2,-1

49	N#CCC(=O)Nc1ccc(C(=O)NCc2ccccn2)cc1
50	COc1cccc(Nc2nc(-c3ccc(O)cc3)cs2)c1
51	COc1ccc(N2C(=O)/C(=C/c3ccc([N+](=O)[O-])cc3)N=C2C)c(OC)c1
52	O=S(=O)(NC1CCCC1)c1ccc(Br)s1

screen / no.,49,50,51,52
Bim-Bfl-1,-4,1,0,0
GSH fluor,15,16,12,11
Bcl-XL Bim block,-5,0,-2,0
Bcl-B Bim block,-2,1,-5,-1
RGS8-Gao,77,100,102,100
RGS4-Gao reg,95,101,103,98
RGS7-Gao,94,102,104,101
ABCB1 block,-1.0,0.4,2.3,0.3
Bcl-2 Bim block,-1,0,0,-1
ABCG2 block,-2,2,13,1
Bcl-W Bim block,-2,0,2,-1

Of the compounds above, 6 contain a nitro group on carbon.
22	CC(C(=O)O/N=C(\N)c1cccnc1)c1ccc([N+](=O)[O-])cc1 (stereo not given)
24	Cc1[nH]c2ccccc2c1/C=C/c1nc2ccccc2c(=O)n1-c1ccc([N+](=O)[O-])cc1
40	CCn1cc([N+](=O)[O-])c(C(=O)N2N=C(c3ccc(OC)cc3OC)CC2c2ccccc2O)n1 (stereo not given)
41	CCc1ccc(NC(=O)c2ccc(Cn3cc([N+](=O)[O-])cn3)cc2)cc1
42	COC(=O)C(C(=O)OC)C(C[N+](=O)[O-])c1ccc(OC)cc1 (stereo not given)
51	COc1ccc(N2C(=O)/C(=C/c3ccc([N+](=O)[O-])cc3)N=C2C)c(OC)c1

screen / no.,22,24,40,41,42,51
Bim-Bfl-1,-4,-4,-1,2,0,0
GSH fluor,7,18,10,13,10,12
Bcl-XL Bim block,-6,-12,-4,-7,-2,-2
Bcl-B Bim block,-7,-15,-8,-7,-1,-5
RGS8-Gao,100,98,92,105,88,102
RGS4-Gao reg,102,97,100,98,87,103
RGS7-Gao,99,95,101,95,93,104
ABCB1 block,0.1,-1.0,4.6,-0.2,0.0,2.3
Bcl-2 Bim block,-5,1,-5,-6,-1,0
ABCG2 block,1,-5,2,1,-1,13
Bcl-W Bim block,-4,0,-5,-6,-2,2
